# High-throughput results (PubChem BioAssay)
# HEK293 tox – Cytotoxic Profiling in HEK 293 Cell Line of Diverse Libraries Using Quantitative High-Throughput Screening; HEK 293 viability, ATP luminescence (CellTiter-Glo), 48-72 h; Potency, µM (series often up to 115 µM), without a hit: at the top dose activity change, negative = cytotoxicity, actives largely listed as inhibitors; hit rate 6.6% among 94,000; AID 1345083, 2018; note: potency is the fitted concentration of half-maximal effect; nearly all actives have a fitted effect of over 60% in size
#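 Viability of HEK 293 cells, plated at 250 cells/well, was judged by cellular ATP after compound treatment for 48 or 72 hr. Luminescence was imaged 10 min after CellTiter-Glo addition at room temperature.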
# NIH3T3 tox – Cytotoxic Profiling in NIH 3T3 Cell Line of Diverse Libraries Using Quantitative High-Throughput Screening | NIH 3T3 viability, CellTiter-Glo ATP luminescence, 48-72 h | Potency, µM (doses to about 96.7 µM), for inactives: at the top dose activity change, negative = cytotoxicity, actives largely listed as inhibitors | hit rate 4.3% among 94,000 | AID 1345082, 2018; note: potency is the fitted concentration of half-maximal effect; nearly all actives have a fitted effect of over 55% in size
#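 First NIH 3T3 cells are plated at 400 cells/well; next compound is pinned in; then plates incubate 48 or 72 hr at 37 °C; finally CellTiter-Glo is added and luminescence read after 10 min.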
# IP6K1 inhibitor – Primary qHTS assay for small molecule inhibitors of Inositol hexaphosphate kinase 1 (IP6K1). hit rate 0.81% among 140,000. AID 1645851, 2021. IP6K1 kinase, ADP-Glo luminescence, 2 h; active compounds read low. Inositol hexakisphosphate kinase 1 (Homo sapiens), Q92551. activity change, % (series mostly up to about 58 µM); in the data active = activity change below about -25%
#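 ADP-Glo luminescence measures ADP made by human IP6K1 during a 2 h RT reaction with ATP/IP6 (mix at 1.3 mM/130 uM); top library doses 57.5 and 19.1 uM final.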
# FLuc inh – Firefly luciferase inhibition profiling of diverse chemical library using quantitative high-throughput screening | Luciferin 4-monooxygenase (Photinus pyralis), P08659 | purified P. pyralis luciferase, luminescence, biochemical | Potency, µM (doses to about 115 µM), inactives show top-dose activity change, negative = inhibition, hits mostly inhibitors | hit rate 2.5% among 76,000; note: potency is the fitted concentration of half-maximal effect; nearly all actives have a fitted effect of over 65% in size
# Target sequence (P08659 whole entry, looked up): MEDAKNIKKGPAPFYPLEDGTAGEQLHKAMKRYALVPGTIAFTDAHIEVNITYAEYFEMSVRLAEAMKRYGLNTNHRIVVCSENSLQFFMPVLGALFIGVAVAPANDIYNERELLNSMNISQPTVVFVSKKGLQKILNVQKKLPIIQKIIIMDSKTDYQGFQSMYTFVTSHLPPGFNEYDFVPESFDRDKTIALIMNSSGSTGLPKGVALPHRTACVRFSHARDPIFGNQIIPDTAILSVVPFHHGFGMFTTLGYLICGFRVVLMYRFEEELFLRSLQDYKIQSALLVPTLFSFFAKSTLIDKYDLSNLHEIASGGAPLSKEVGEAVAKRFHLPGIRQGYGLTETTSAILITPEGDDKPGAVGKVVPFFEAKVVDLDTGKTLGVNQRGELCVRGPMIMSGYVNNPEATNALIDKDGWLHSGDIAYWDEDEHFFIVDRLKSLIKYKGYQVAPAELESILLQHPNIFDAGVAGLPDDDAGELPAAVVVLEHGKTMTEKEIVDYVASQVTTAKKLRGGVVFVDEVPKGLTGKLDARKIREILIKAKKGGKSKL
#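 Luminescence read by CCD imaging after purified firefly luciferase (10nM final) was added to substrate buffer holding 10uM D-luciferin and 10uM ATP, pH 7.5, pre-dosed with compound.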
# SNCA expr inh – Primary qHTS assay for inhibitors of alpha-synuclein gene (SNCA) expression. hit rate 0.17% among 140,000. Potency, µM (highest dose often 57.2 µM), without a hit: top-dose activity change, negative = inhibition, hits mostly inhibitors. HEK-293 SNCA-luciferase knock-in, luminescence, 24 h;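 note: potency is the fitted concentration of half-maximal effect; plate controls were DMSO cells for no effect and cell-free wells for full effect; nearly all actives have a fitted effect of over 45% in size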
# GPT2 inh – Primary qHTS assay for inhibitors of Glutamate pyruvate transaminase 2 (GPT2) | Alanine aminotransferase 2 (Homo sapiens), Q8TD30 | Recombinant GPT2, coupled pyruvate oxidase/HRP Amplex Red fluorescence | Potency, µM (highest dose often 57.7 µM), inactives show top-dose activity change, negative = inhibition, usual class: inhibitors | hit rate 0.25% among 100,000 | AID 1671188, 2021; note: potency is the fitted concentration of half-maximal effect; nearly all actives have a fitted effect of over 60% in size; many of its hits are not listed in these tables
# Target sequence (Q8TD30 whole entry, looked up): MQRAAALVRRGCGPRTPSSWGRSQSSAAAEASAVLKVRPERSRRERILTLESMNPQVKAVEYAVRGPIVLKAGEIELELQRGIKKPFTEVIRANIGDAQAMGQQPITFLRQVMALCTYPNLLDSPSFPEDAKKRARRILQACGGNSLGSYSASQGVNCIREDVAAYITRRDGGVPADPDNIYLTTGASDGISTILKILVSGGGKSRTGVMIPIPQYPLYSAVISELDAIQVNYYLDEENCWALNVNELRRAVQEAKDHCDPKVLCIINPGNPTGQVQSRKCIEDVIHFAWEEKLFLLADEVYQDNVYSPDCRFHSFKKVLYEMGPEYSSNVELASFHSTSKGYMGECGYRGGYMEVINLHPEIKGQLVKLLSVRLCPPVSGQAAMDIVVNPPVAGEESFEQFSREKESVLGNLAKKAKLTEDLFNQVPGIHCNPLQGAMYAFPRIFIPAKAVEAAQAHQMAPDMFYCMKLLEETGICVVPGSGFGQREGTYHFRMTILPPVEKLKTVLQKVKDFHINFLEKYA
#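 Fluorescence of coupled pyruvate oxidase/HRP/Amplex Red system (50uM Amplex, 30 min, dark) reports pyruvate formed by GPT2. Enzyme reaction: 10ng/uL GPT2, 2mM L-alanine, 250uM a-KG, 30 min room temperature, pH 7.5; 50uM AOA control.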
# HEK293 viab – GF-AFC viability counterscreen for inhibitors of alpha-synuclein gene (SNCA) expression; HEK-293-SNCA-luc viability, GF-AFC fluorescence, 24 h; Potency, µM (doses to about 57.1 µM), for inactives: at the highest dose activity change, negative = cytotoxicity, most hits filed as cytotoxic; hit rate 0.12% among 150,000; AID 1671193, 2021;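 note: potency is the fitted concentration of half-maximal effect; 0% = DMSO-treated cells and -100% = medium-only wells without cells; nearly all actives have a fitted effect of over 30% in size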
#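 HEK-293-SNCA-luc cells (1500/well) plated 24 h, then exposed 24 h to a dilution series; GF-AFC added 30 min at 37C, fluorescence 405/540 nm; normalised to medium-only and DMSO wells, Hill fit.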
# The depositor's hits bear a star; i = inactive; ? = inconclusive; . = no result given; & = joins results of further samples; ! = not confirmed by another sample; [ ] = another dose, or the depositor's remark. Unless noted, calls come from the whole dose curve; as a rule, active = well fitted curve in the direction sought with a large enough effect; inconclusive = small, poorly fitted or top-dose-only effect, or another doubt; inactive = no such curve, though single readings can be large; an effect the other way counts as inactive or inconclusive. Unless noted, % is set by controls: 0 for no effect and ±100 for the full control effect. The list is partial; the hit share may differ from the screen's.
SMILES,HEK293 tox,NIH3T3 tox,IP6K1 inhibitor,FLuc inh,SNCA expr inh,GPT2 inh,HEK293 viab
CCCC(C)N1CC2(CCN(C(=O)Cn3nc(C)cc3C)CC2)OC1=O (stereo not drawn),i,i,-8.7,4.6%,7.9%,-0.4%[11.5 µM],8.5%
C[C@@]1(O)CCN(Cc2cc(=O)n3[nH]cnc3n2)C[C@@H]1O,i,0.0%,-6.9,-8.5%,4.4%,i,-11.1%
CC(=O)N1c2ccccc2CC1C(=O)NCc1cccc(Cl)c1 (stereo not drawn),.,.,9.0,.,105.0%[activator],.,-0.9%
Cc1ccc(C)c(N2C(=O)N(C)c3ccccc3S2(=O)=O)c1,.,.,15.7,.,?,.,-6.1%
CSCC1OC(n2cnc3c(N)ncnc32)C(O)C1O (stereo not drawn),.,.,-6.0,.,.,i,-11.0%
N#Cc1ccc(C(=O)N2CCCCCCNC(=O)[C@@H]3C[C@@H](c4nc(Cc5ccccc5)no4)C[C@@H]32)cc1,-17.6%,?,15.0,-0.6%,11.3%,3.9%,0.0%
N#Cc1cccc(C(=O)N2CCCCCCNC(=O)[C@@H]3C[C@@H](c4nc(-c5cccnc5)no4)C[C@@H]32)c1,-27.5%,-26.3%,0.6,0.7%,26.0%,i,-7.6%
Cc1ncsc1C(=O)N1CCOC(CCCC(C)C)C1 (stereo not drawn),1.3%,-27.2%,0.8,4.3%,10.0%,i,4.4%
CCOc1ccc(C(=O)NC2CCN(c3cc(-c4ccccc4)[nH]n3)C2)cc1 (stereo not drawn),2.3%,-10.3%,6.6,4.3%,4.2%,i,-4.9%
Cc1ccc(NC(=O)CCN2C(=O)c3ccccc3Sc3ncccc32)c(Cl)c1,.,.,5.2,.,-12.5%,.,-17.9%
O=C(Cn1cc(S(=O)(=O)Cc2cccc(Cl)c2)c2ccccc21)Nc1ccc(F)c(Cl)c1,.,.,-37.3*,.,-26.2%,.,-17.0%
CCn1nc(-c2ccccc2SC)nc1N(C)C,-13.7%,3.7%,13.8,9.9%,-6.8%,-1.0%[11.5 µM],7.5%
O=C(CN1C(=O)C(c2ccccc2)=NC12CCCCC2)NCc1ccccc1,44.7µM*,?,26.0,-15.2%,8.8%,3.1%,6.8%[12.5 µM]
CCOC(=O)c1ccc(NC(=O)CCc2nc3cccnc3n2Cc2cccs2)cc1,.,.,18.6,.,24.7%,.,-9.1%
Cc1cc(C)c(NC(=O)C2CCN(c3nnc(C)c4c(C)n(-c5ccccc5)nc34)CC2)c(C)c1,.,.,28.1,.,-12.7%,.,3.3%
CC(=O)O[C@H]1CC(C)(C)CC2[C@@]13[C@H](O)C[C@]1(C)[C@@]2(CCC2[C@@]4(C)CC[C@H](O[C@@H]5OC[C@H](O[C@@H]6O[C@H](CO)[C@@H](O)[C@H](O)[C@H]6O[C@@H]6OC[C@@H](O)[C@H](O)[C@H]6O)[C@H](O)[C@H]5O[C@@H]5O[C@H](CO)[C@@H](O)[C@H](O)[C@H]5O)C(C)(C)C4CC[C@]21C)O[C@@H]3O (stereo partly drawn),.,.,-10.1,.,.,i,?
CCOc1cccc(CNC(=O)C2CCCN(c3cnc4nc(C)c(C)nc4c3)C2)c1 (stereo not drawn),7.4%,-12.2%,-8.6,5.7%,?,i,14.3%
CCCN1CCC2(Cc3ccccc3CN(C(=O)Cc3ccc(O)cc3)C2)C1 (stereo not drawn),-9.9%,i,-6.6,.,-22.6%,i,4.8%
COc1cccc(N2CCN(C(=O)C3CCN(c4cnc5nccnc5c4)CC3)CC2)c1,?,?,-5.5,1.0%,5.2%,i,-7.0%
Nc1nc(C2CC(O)C2)cc(N2CCC(O)(Cn3ccnc3)CC2)n1 (stereo not drawn),i,i,-1.8,-4.2%,3.3%,-11.6%,9.8%
Cn1ncc2c(C(=O)NC3CCCCC3)cc(-c3cccnc3)nc21,-18.9%[172 µM],-29.9%[138 µM],25.4,.,108.8%[activator][87.6 µM],i,-13.3%[87.6 µM]
CC(C)(C)OC(=O)N1CCC(c2c(C(=O)Nc3ccc4c(c3)OCO4)cnn2-c2ccc(F)cc2F)CC1,.,.,-11.4,.,47.3%[activator],.,-18.6%
CCc1noc(-c2cn(C3CCCN(C(=O)c4ccc(F)c(F)c4)C3)nn2)n1 (stereo not drawn),6.7%,-8.7%,6.2,1.6%,?,-4.3%,8.2%
COCCNC(=O)c1ccc(CSc2nc3ccncc3n2Cc2ccccc2)cc1,.,.,-9.3,.,36.4%[activator],.,4.5%
O=C(COc1ccccc1)NCC12CCC=C1N(CC1CC1)C(=O)CC2 (stereo not drawn),?,?,-12.6,.,23.0%,2.6%,3.5%

# Taken from above:
# In IP6K1 inhibitor, COc1cccc(N2CCN(C(=O)C3CCN(c4cnc5nccnc5c4)CC3)CC2)c1 is entered as -5.5
# In NIH3T3 tox, CCc1noc(-c2cn(C3CCCN(C(=O)c4ccc(F)c(F)c4)C3)nn2)n1 (stereo not drawn) is entered as -8.7%
# In SNCA expr inh, Cn1ncc2c(C(=O)NC3CCCCC3)cc(-c3cccnc3)nc21 is entered as 108.8%[activator][87.6 µM]

# Returning to the listing, starting 3 compounds before the break.
SMILES,HEK293 tox,NIH3T3 tox,IP6K1 inhibitor,FLuc inh,SNCA expr inh,GPT2 inh,HEK293 viab
CCc1noc(-c2cn(C3CCCN(C(=O)c4ccc(F)c(F)c4)C3)nn2)n1 (stereo not drawn),6.7%,-8.7%,6.2,1.6%,?,-4.3%,8.2%
COCCNC(=O)c1ccc(CSc2nc3ccncc3n2Cc2ccccc2)cc1,.,.,-9.3,.,36.4%[activator],.,4.5%
O=C(COc1ccccc1)NCC12CCC=C1N(CC1CC1)C(=O)CC2 (stereo not drawn),?,?,-12.6,.,23.0%,2.6%,3.5%
CCC(C(=O)N1CCN(c2ccccc2)CC1)n1nc(C)n2c(cc3sccc32)c1=O (stereo not drawn),.,.,-8.1,.,-4.5%,.,-16.2%
O=S(=O)(c1ccccc1)N1CCCC(c2nc(CCOCC3CC3)no2)C1 (stereo not drawn),?,-29.5%,5.4,.,34.6%[activator],-10.1%,0.4%
O=C(Nc1ccc(Cl)cc1)N1CCC(N2CCCNC2=O)CC1,1.8%,-6.7%,6.4,-7.7%,9.1%,i,-12.3%
O=C(Cn1ncn2nc(-c3cccs3)cc2c1=O)NCc1ccc(Cl)cc1,.,.,-1.1,.,13.2%,.,0.1%
Cc1cccc(NC(=O)CCn2cnc3ccccc3c2=O)c1,.,.,-4.8,.,12.7%,.,4.0%
CNC(=O)[C@@H]1CN(C(=O)c2ccc(Cl)cc2OC)C[C@H]1c1nc(C)no1,-9.6%,i,0.0,1.0%,31.1%[activator],i,12.6%
Cc1ncoc1C(=O)N1Cc2ccccc2OC2(CCN(C)CC2)C1,-16.6%,-21.2%,3.5,4.8%,-6.9%,5.0%,4.5%
CCOC(=O)[C@@H]1CN(C(=O)c2cc3ccccc3s2)[C@H]2c3cccc(F)c3O[C@@H]12,?,?,6.1,.,.,.,.
CCOc1ccccc1CNC(=O)c1cc(-c2ccc(C)c(C)c2)nc2ccccc12,.,.,11.9,.,19.6%,.,2.8%
Cc1nc(-c2ccc(F)cc2)n(CC(=O)Nc2cccc(C#N)c2)c(=O)c1CCO,?,?,-4.8,0.0%,?,i,?
c1ccc2c(c1)CCc1ccccc1N2,.,.,18.0,.,-26.1%[25.6 µM],i,-2.9%[23.9 µM]
Cc1ccc(S(=O)(=O)c2cnc(SCC(=O)Nc3ccccc3C(F)(F)F)[nH]c2=O)cc1C,.,.,-21.4,.,?,.,13.4%
COc1ccc(CCc2nc3nccc(-c4ccc(OC)cc4F)n3n2)cc1,?,?,1.1,-16.2%,-24.1%,-13.1%,-6.1%
COc1ccc(C(=O)N2CCC3(C2)C(=O)N(CCc2ccccc2)c2ccccc23)cc1 (stereo not drawn),39.8µM*!,?,-0.5&18.3,-4.0%&-4.4%,-10.5%&-21.6%,3.4%,?
O=C(NC1CCN(C(=O)N2CC3CC(C2)[C@H]2CCCC(=O)N2C3)CC1)c1ccsc1 (stereo partly drawn),6.7%,3.0%,12.0,-6.6%,3.7%,-10.3%,-1.6%
O=C(Cn1nc2n(c1=O)CCCCC2)Nc1ccc(Br)cc1,-1.0%,-2.7%,11.3,-4.5%,2.4%,i,5.8%
O=C1CCCN1Cc1noc(-c2ccccc2)n1,16.1%,1.4%,10.2,-22.9%,32.6%[activator],4.9%,-4.7%
O=C(CCBr)N1CCN(C(=O)CCBr)CC1,.,.,-22.1,.,-6.7%[25.6 µM],i,-14.2%[23.9 µM]
Cn1c(CNC(=O)CC[C@H]2NC(=O)c3ccccc3NC2=O)nc2ccccc21,1.0%,-15.4%,-4.6,0.0%,-7.9%,?,2.1%
Cc1csc2nc(COC(=O)c3cccc(NC(=O)COc4ccc(Cl)cc4)c3)cc(=O)n12,.,.,-2.8,.,51.7%[activator],.,0.2%
COc1ccc(OC2CN(C(=O)c3ccc4c(c3)OCO4)C2)cc1,-16.2%,-18.8%,-15.7,.,35.3%[activator],i,0.9%
O=C(NCC1CCCCC1)c1cn2cc(-c3ccccc3)sc2n1,?,?,0.0,.,-9.6%,-2.3%,10.2%
O=C(NC1C[C@H]2CC[C@@H](C1)N2C(=O)CCCc1ccccc1)c1ccc(F)cc1 (stereo partly drawn),?,?,-3.0,-4.4%,?,i,?
CN1CC(=O)N(C2CCNCC2)Cc2c(NCCO)ncnc21,-9.3%,-4.6%,1.8,.,-13.9%,i,7.6%
O=[S+]1([O-])NCC2(CCN(Cc3cccc4ccccc34)CC2)Nc2ccccc21,?,?,13.0,0.7%,-20.1%,i,-7.0%
COc1ccc(C(=O)N2CCC[C@H]2c2nc(-c3ccc(C)cc3)no2)cn1,3.8%,?,-0.8,4.0%,-18.6%,-7.9%,?
N#Cc1ccccc1NC(=O)c1cnc(N2CCOCC2)c2ccccc12,.,.,8.0,.,28.6%,.,0.4%
CCOc1ccc(Cc2nc(-c3c(C)nc4ccccn34)cs2)cc1,.,.,-0.6,.,.,-11.9%,11.9µM*
